Screens from PubChem BioAssay.
MBNL1 CUG block: qHTS Assay for Inhibitors of MBNL1-poly(CUG) RNA binding; Muscleblind-like protein 1 (Homo sapiens), Q9NR56; TR-FRET MBNL1-His/biotin-(CUG)12 binding, 665/545 ratio; Potency, µM (highest dose often 57.5 µM), inactives show at the highest dose activity change, negative = inhibition, actives largely listed as inhibitors; hit rate 0.036% among 280,000; AID 2675, 2010; active = well fitted inhibition curve with a large enough effect in the signal ratio, with a control signal flat, not every such curve was filed as active; inconclusive = small, poorly fitted or top-dose-only effect, or effect the other way, or a change in a side signal; inactive = no such curve, though single readings can be large or run the other way; the % refers to the signal ratio; also: potency is read from the fitted curve at half-maximal effect; % is scaled to controls: 0 for no effect and ±100 for the full control effect
Target sequence (Q9NR56 whole entry, looked up): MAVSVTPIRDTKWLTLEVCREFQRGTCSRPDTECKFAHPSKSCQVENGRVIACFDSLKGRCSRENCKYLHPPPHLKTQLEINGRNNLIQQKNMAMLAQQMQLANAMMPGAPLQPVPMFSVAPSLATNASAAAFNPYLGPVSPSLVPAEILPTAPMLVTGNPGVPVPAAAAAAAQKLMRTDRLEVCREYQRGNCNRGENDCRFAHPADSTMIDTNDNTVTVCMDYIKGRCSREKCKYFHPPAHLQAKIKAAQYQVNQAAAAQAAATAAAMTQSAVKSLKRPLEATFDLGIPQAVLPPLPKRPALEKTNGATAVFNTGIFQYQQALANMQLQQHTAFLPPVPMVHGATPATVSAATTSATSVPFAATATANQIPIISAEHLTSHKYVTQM
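TR-FRET between His-tagged MBNL1 and biotin-(CUG)12 RNA, detected with Tb anti-His antibody (0.055 ng/ul) and streptavidin-XL665 (5 nM), 60 min at room temperature. Compounds titrated 92 nM to 58 uM; 665/545 nm ratio normalized to buffer and complex controls.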
Mito fusion act: qHTS Assay for Small Molecule Inhibitors of Mitochondrial Division or Activators of Mitochondrial Fusion; hit rate 0.23% among 320,000; Potency, µM (titrated, usually from 46.1 µM), for the others: at the top dose growth rescue (activation), hits mostly activators; S. cerevisiae fusion-defective mutant growth rescue, CellTiterGlo 48 h;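 also: potency is read from the fitted curve at half-maximal effect; % of control where 0% means no effect; nearly all actives have a fitted effect of over 45% in size; temperature-sensitive fusion mutants such as fzo1-1 at 37 °C on non-fermentable ethanol glycerol medium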
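Yeast fusion mutant, YPEG (non-fermentable carbon), compound, 48 h at 37C non-permissive; CellTiterGlo added, 10 min RT, luminescence read. Rescued growth = division inhibition.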
TSHR antag: Antagonists of the Thyroid Stimulating Hormone Receptor: HTS campaign | TSHR-expressing cells, TSH-stimulated cAMP HTRF, 2 h; active compounds read low | hit rate 0.2% among 330,000 | Thyrotropin receptor (Homo sapiens), P16473 | activity change, negative = inhibition, % at 11.5 µM;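 active = activity change below a set negative limit, meaning inhibition stronger than a set level, cut at about -70% in these data; inconclusive = activity change between two set negative limits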; also: % is scaled to controls: 0 for no effect and ±100 for the full control effect
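Read-out is FRET at 665 nm (cryptate excitation 337 nm) from a cryptate-tagged anti-cAMP antibody, competed by cell cAMP against cAMP-d2. Compounds are tested on freshly harvested TSHR cells challenged with 4nM TSH (EC80) for 2 hours at 37 deg C.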
a7 integrin act: qHTS for Activators of Integrin-Mediated Alleviation for Muscular Dystrophy | alpha7betagal myoblasts, beta-gal FDG fluorescence, 48 h | Potency, µM (doses to about 38.3 µM), for the others: top-dose activation, actives largely listed as activators | hit rate 0.064% among 350,000;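 also: potency is read from the fitted curve at half-maximal effect; 100% = response of the positive control SU9516; nearly all actives have a fitted effect of over 60% in size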
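Alpha7betagal+/- myoblasts (passage 13) were plated 16-24 hr, then exposed to compounds (1:260 dilution of DMSO stock) for 48 hours at 37C. After MPER lysis, β-galactosidase reporter activity was read as FDG fluorescence (ex 480/em 540) after 30 minutes.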
TCR act: Activators of T cell receptors: qHTS campaign; primary human leukocytes, anti-CD3, IL-2 HTRF, 48 h; Potency, µM (series often up to 9.22 µM), for the others: top-dose activation of IL-2 secretion, most hits filed as activators; 330,000 tested, under 10 active; AID 504894, 2011; also: % of control where 0% means no effect
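TCR engagement came from a-CD3 beads alone, with compounds added to primary human leukocytes for 48 hr. Secreted IL-2 bridged europium cryptate- and d2-labelled anti-IL-2 antibodies, giving FRET emission at 665nm after 320nm excitation.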
Menin MLL FP TR: qHTS Assay for Inhibitors Targeting the Menin-MLL Interaction in MLL Related Leukemias: Competition With Texas Red Labeled MLL-derived Mutant Peptide. O00255. Menin + Texas Red MLL mutant peptide, fluorescence polarization. AID 1768, 2009. Potency, µM (doses to about 61.6 µM), for inactives: at the top dose FP activity change, negative = inhibition, actives largely listed as inhibitors. hit rate 0.23% among 270,000; active = well fitted inhibition curve with a large enough effect in the polarisation, with a control signal flat, not every such curve was filed as active; inconclusive = small, poorly fitted or top-dose-only effect, or effect the other way, or a change in a side signal; inactive = no such curve, though single readings can be large or run the other way; the % refers to the polarisation; also: potency is read from the fitted curve at half-maximal effect; % of control where 0% means no effect; many of its hits are not listed in these tables
Target sequence (O00255 whole entry, looked up): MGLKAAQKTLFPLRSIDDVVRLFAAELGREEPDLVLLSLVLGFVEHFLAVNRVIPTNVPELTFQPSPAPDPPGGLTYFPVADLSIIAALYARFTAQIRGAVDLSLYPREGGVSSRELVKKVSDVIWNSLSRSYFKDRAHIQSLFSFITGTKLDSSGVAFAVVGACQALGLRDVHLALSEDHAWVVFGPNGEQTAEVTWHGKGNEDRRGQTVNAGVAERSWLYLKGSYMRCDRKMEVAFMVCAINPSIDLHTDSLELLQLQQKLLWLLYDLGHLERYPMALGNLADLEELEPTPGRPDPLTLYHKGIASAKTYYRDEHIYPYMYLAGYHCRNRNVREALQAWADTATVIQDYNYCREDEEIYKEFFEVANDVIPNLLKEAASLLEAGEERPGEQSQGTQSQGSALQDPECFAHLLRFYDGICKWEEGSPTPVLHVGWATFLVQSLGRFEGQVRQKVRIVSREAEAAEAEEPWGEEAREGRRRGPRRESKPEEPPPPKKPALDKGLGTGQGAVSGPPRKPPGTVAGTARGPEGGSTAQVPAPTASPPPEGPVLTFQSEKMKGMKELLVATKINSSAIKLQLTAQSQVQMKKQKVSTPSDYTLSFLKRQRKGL
AT treatment: qHTS Assay for Identifying a Potential Treatment of Ataxia-Telangiectasia; […] A-T fibroblasts, KAP-1 phosphorylation AlphaLISA; neocarzinostatin DNA damage 30 min before lysis; Potency, µM (doses to about 57.5 µM), without a hit: at the top dose activation, hits mostly activators; hit rate 0.19% among 320,000; AID 485349, 2010; also: potency is read from the fitted curve at half-maximal effect; % of control where 0% means no effect; nearly all actives have a fitted effect of over 45% in size
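hTERT-immortalized A-T patient fibroblasts ([…]), 500 cells/well in OPTI-MEM, 1% FBS, got compounds for 60 min, then NCS for 30 min at 37C. Lysates were then assayed for phospho-KAP-1 by AlphaLISA (anti-pKAP1 donor, anti-KAP1 acceptor beads), 6 hr at 25C.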
CXXC DNA block: qHTS Fluorescence Polarization Assay for Inhibitors of MLL CXXC domain - DNA interaction | hit rate 0.037% among 290,000 | AID 2662, 2010 | Potency, µM (top dose mostly 115 µM), for the others: at the top dose activity change, negative = inhibition, usual class: inhibitors | Histone-lysine N-methyltransferase 2A (Homo sapiens), Q03164 | MLL-CXXC / FITC-HOXA9 DNA fluorescence polarization; active = well fitted inhibition curve with a large enough effect in the polarisation, with a control signal flat, not every such curve was filed as active; inconclusive = small, poorly fitted or top-dose-only effect, or effect the other way, or a change in a side signal; inactive = no such curve, though single readings can be large or run the other way; the % refers to the polarisation; also: potency is read from the fitted curve at half-maximal effect
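Fluorescence polarization: 7 uM MLL-CXXC (stock) preincubated 5 min with compounds, then 50 nM fluorescein-HOX-A9 DNA (stock) added; 30 min ambient. Buffer 50 mM Tris-HCl pH 7.5, 50 mM NaCl, 1 mM DTT, 0.05% BSA.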
PTAP TSG101 blk: qHTS Assay for Iinhibitors of HIV-1 Budding by Blocking the Interaction of PTAP/TSG101; 340,000 tested, under 10 active; Fluorescence polarization, FITC-PTAP peptide / Tsg101 binding; AID 493005, 2010; Potency, µM (top dose mostly 115 µM), for the others: at the top dose activity change, negative = inhibition, most hits filed as inhibitors; Tumor susceptibility gene 101 protein (Homo sapiens), Q99816; active = well fitted inhibition curve with a large enough effect in the main read-out, with a control signal flat, not every such curve was filed as active; inconclusive = small, poorly fitted or top-dose-only effect, or effect the other way, or a change in a side signal; inactive = no such curve, though single readings can be large or run the other way; also: potency is read from the fitted curve at half-maximal effect; % of control where 0% means no effect
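Fluorescence anisotropy tracks displacement of a FITC-tagged PTAP peptide (50 nM) from the Tsg101 binding domain (10 uM), following a 20 min room-temperature incubation at pH 7.5.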
ASM inhibitor: Inhibitors of Secretory Acid Sphingomyelinase (S-ASM): qHTS; Sphingomyelin phosphodiesterase (Homo sapiens), P17405; placental ASM, HMU-PC fluorogenic substrate, 60 min; Potency, µM (highest dose often 57.5 µM), for inactives: at the highest dose activity change, negative = inhibition, usual class: inhibitors; hit rate 0.006% among 340,000; AID 504937, 2011; also: potency is read from the fitted curve at half-maximal effect
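Fluorogenic HMU-PC substrate (9 uM final) is turned over by placental ASM in 60 min at 37 C after a 10 min compound preincubation. Reaction ended by alkaline stop (pH 10), with fluorescence read at 386/447 nm.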
* hit, by the source's call; i = inactive; ? = inconclusive; . = not tested or not shown; [ ] = dose if it differs, or a comment. Unless noted, calls follow the shape of the dose curve; as a rule, active = well fitted curve in the direction sought with a large enough effect; inconclusive = small, poorly fitted or top-dose-only effect, or another doubt; inactive = no such curve, though single readings can be large; an effect the other way counts as inactive or inconclusive. This is a subset; rates above refer to the full screens.

SMILES	MBNL1 CUG block	Mito fusion act	TSHR antag	a7 integrin act	TCR act	Menin MLL FP TR	AT treatment	CXXC DNA block	PTAP TSG101 blk	ASM inhibitor
Cc1sc2ncnc(Sc3ccccc3C(=O)Nc3ccccc3Cl)c2c1C	-3.3%	1.1%	42.6	26.3%	5.5%[46.1 µM]	0.3%	-1.7%	1.9%	2.1%	-8.2%
COC(=O)c1c(NC(=O)C(C)C)sc2c1C(C(=O)OC)CC2 (centres undefined)	-7.7%	-0.6%	-1.4	4.6%	-6.7%[46.1 µM]	-20.4%	3.4%	-4.0%	-3.7%	3.2%
COc1ccc2oc(C(=O)OC(C)C(=O)NCc3ccccc3)c(C)c2c1 (centres undefined)	.	19.4%	21.1	-6.2%	-5.2%	.	11.7%	.	-4.3%	-3.2%
CC1=C(C(=O)Nc2ccccc2)C(c2ccco2)C(C#N)=C(SCC(N)=O)N1 (centres undefined)	4.6%	1.7%	7.0	-49.1%[inhibitor]	.	-23.6%	-0.2%	26.9%	-2.3%	4.3%
Cc1ccccc1OCC(O)COc1ccccc1C	.	.	.	19.4%	6.5%	.	.	.	-5.9%	-2.6%
O=C(Nc1nnc(S(=O)(=O)N2CCCC2)s1)c1ccccc1F	5.4%	2.7%	-102.9*	19.4%	0.5%	-1.5%	-2.2%	4.3%	-2.5%	-0.8%
N#CCCN(C(=O)CSc1nnc(-c2ccncc2)n1C1CC1)c1ccccc1	.	-3.4%	38.0	-14.2%	2.5%	.	-1.8%	.	-2.1%	3.3%
CCOc1cc(C(C#N)N2CCCCC2)ccc1OC (centres undefined)	4.1%	-1.8%	1.0	-0.2%	-3.4%	9.2%	5.3%	-9.6%	-6.4%	-2.2%
CSc1ccccc1C(=O)NCc1ccc(F)cc1	-6.1%	-7.8%	7.2	11.7%	-1.5%	1.0%	2.0%	-4.9%	-3.7%	-2.9%
Cc1ccc(Nc2nc(N)nc(CN3CCN(c4ccccc4F)CC3)n2)cc1	-1.5%	-5.0%	-14.0	-25.7%	-4.0%	14.9%	-3.3%	-5.6%	-0.5%	1.0%
CC(C)C[C@H](NC(=O)c1nc[nH]c1C(=O)NCCCCCN)C(=O)OCc1ccccc1	.	.	-5.6	-1.9%	3.5%	.	-4.8%	.	.	3.1%
CCc1noc(C)c1C(=O)OC(C)C(=O)Nc1cc([N+](=O)[O-])ccc1OC (centres undefined)	.	-1.5%	1.7	8.2%	7.6%	.	1.6%	.	2.6%	1.0%
O=c1[nH]c2ccccc2nc1-c1ccccc1	?	-0.3%	3.8	8.2%	5.8%	.	-16.0%	-3.9%	-4.0%	247.7%[activator]
O=C(c1ccc(Cl)c(S(=O)(=O)N2CCOCC2)c1)N1CCOCC1	1.9%	2.0%	-12.9	-56.7%[inhibitor]	-2.4%	21.9%	-7.5%	-1.4%	-2.2%	-0.2%
Clc1ccc(CSc2nnc(NC3=NCCCCC3)s2)cc1	-2.9%	10.3%	-32.5	-28.3%	-0.9%	-2.7%	.	-7.5%	-1.0%	-6.8%
CN(Cc1ccccc1)C(=O)c1[nH]cnc1C(=O)NCC(=O)OC(C)(C)C	0.5%	-0.5%	2.4	7.6%	-8.7%	-3.7%	-12.8%	-8.2%	-6.4%	6.2%
Cc1csc(NC(=O)CSc2nnc(CCNC(=O)c3ccc(Cl)c(Cl)c3)n2C)n1	2.2%	-5.3%	21.2	6.9%	-6.9%	1.1%	.	7.0%	-10.1%	-3.2%
COc1ccc(-c2sc3cc(OC)c(OC)cc3c2C#CCCO)cc1	.	0.0%	19.5	-21.7%	-4.3%	.	7.0%	.	-3.0%	-7.2%
O=c1oc2ccccc2c(CNc2ccccc2)c1[N+](=O)[O-]	?	9.3%	-10.1	28.0%	3.2%	-0.4%	12.3%	-11.3%	-2.5%	-0.8%
COC(=O)c1ccc2c(=O)n(CCN3CCOCC3)c(SCC(=O)C(C)(C)C)nc2c1	-6.4%	0.0%	22.7	-33.5%	-2.3%	-3.1%	-4.3%	-5.8%	-5.1%	-1.6%
CCCN(C(=O)c1cc(Cl)nc2ccccc12)C1CCS(=O)(=O)C1 (centres undefined)	.	4.9%	15.1	-7.4%	-1.6%	.	-3.8%	.	-4.1%	2.6%
CN(CC(=O)Nc1ccc(Cl)cc1)C(=O)CNC(=O)c1ccc2ccccc2c1	12.4%	2.8%	9.1	10.3%	-1.9%	11.9%	7.3%	?	-2.8%	-6.0%
Cc1ccc(S(=O)(=O)N2CCN(c3ccc([N+](=O)[O-])c(Sc4nncn4C)c3)CC2)cc1	?	-3.1%	-8.9	20.5%	-1.2%[46.1 µM]	-0.8%	-4.6%	6.7%	1.8%	-7.4%
COc1ccc(OC)c(N(CC(=O)Nc2ccccc2)S(=O)(=O)c2ccccc2)c1	-0.8%	-3.8%	-10.7	1.4%	0.0%	27.8%	17.6%	3.0%	-5.7%	-1.8%
Cc1ccc(C(=O)OCC(=O)NNC(=O)c2cccs2)c(O)c1	.	-1.8%	4.5	-20.7%	1.2%	.	3.3%	.	-5.0%	-2.5%
Cc1cccn2c(=O)c3cc(C#N)c(=NC(=O)c4cccnc4)n(CC4CCCO4)c3nc12 (centres undefined)	.	.	.	-6.6%	12.6%	.	.	.	-1.0%	i
Cc1cc(-c2nnc(SCC(=O)Nc3cccc(Cl)c3)n2N)n[nH]1	-13.7%	-4.4%	-8.0	-14.8%	-6.9%	.	3.6%	0.9%	-6.2%	-2.7%
COc1cccc(COc2ccc3ccc(=O)oc3c2)c1	7.5%	?	-10.8	10.6%	-3.2%	-9.4%	11.4%	2.3%	-3.9%	1.7%
O=C1CCC(=O)c2ccc3c4c(ccc1c24)CC3	.	.	.	-3.1%	-0.8%	.	.	.	-3.2%	100.6%[activator]
Cc1nn(-c2ccc(Cl)cc2)c(=O)c2c(C)noc12	-9.9%	2.0%	0.2	14.0%	-24.0%	.	-5.7%	-5.2%	0.2%	-4.2%
CCCc1nc2c(sc3nc4c(cc32)COC(C)(C)C4)c(=O)o1	10.8%	0.6%	-4.7	-6.8%	-3.8%	-9.2%	0.7%	-2.6%	-1.0%	4.5%
CC1(C)CC2CC(C)(CN2Cc2cccc([N+](=O)[O-])c2)C1 (centres undefined)	14.2%	0.3%	-1.3	-33.0%	-1.2%	1.5%	3.3%	-3.0%	-1.2%	-1.7%
O=C(COc1ccccc1Br)Nc1ccc2c(c1)OCCCO2	4.8%	-14.7%	7.9	2.9%	-92.9%	13.8%	4.2%	-7.2%	0.4%	0.4%[11.5 µM]
Nc1nc2ccccc2nc1N	-1.5%	1.9%	15.8	7.7%	5.0%	-10.4%	-2.8%	3.5%	-2.7%	3.9%
Clc1ccc(-c2c[n+](Cc3cccc(Cl)c3)c3n2CCC3)cc1	-3.6%	-6.2%	-2.2	-21.7%	2.4%[46.1 µM]	-7.0%	3.8%	16.1%	-1.3%	0.0%
COc1ccc(-n2c(=O)cc(N3CCN(c4ccccc4OC)CC3)[nH]c2=O)cc1	2.9%	4.6%	6.2	-0.2%[7.66 µM]	2.9%	-9.1%	-1.9%	7.8%	-4.6%	-2.9%
CCOC(=O)c1cc2c(ccn2C)n1CC(=O)N(Cc1ccccc1)c1ccccc1	3.8%	22.8%	7.7	-26.5%	8.2%[46.1 µM]	-12.6%	0.6%	6.9%	-3.9%	-13.3%
O=Cc1c(-c2ccccc2)cc2oc3ccccc3cc1-2	-4.7%	12.4%	8.4	?	3.1%	?	-14.0%	11.7%	-7.1%	-2.3%
COc1cc(OC)cc(C(=O)OCC(=O)c2ccc(S(=O)(=O)N3CCCCC3)cc2)c1	.	4.0%	27.3	18.6%	10.9%	.	3.3%	.	-1.0%	-0.4%
CC1CN(C(=O)c2cc3cc([N+](=O)[O-])ccc3oc2=O)CC(C)O1 (centres undefined)	?	-3.5%	11.8	-16.2%	3.2%	1.6%	-1.1%	0.3%	-6.4%	-3.5%
CCOc1ccc(C(=O)NCC(=O)NCC2CCCCC2)cc1OCC	-3.1%	1.0%	2.2	2.4%	-5.7%	.	11.8%	4.1%	-2.3%	-0.8%
